# Screens as filed in PubChem BioAssay.
# thrombin 1536 – blocks human thrombin protease activity; inhibition, % at 5 µM; actives 0.26% (n = 220,000); alpha-thrombin, Boc-VPR-AMC fluorogenic substrate cleavage; AID 1046; P00734;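 active = inhibition at or above 40%; inactive = inhibition below 40%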;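 note: 0% = enzyme with no compound and 100% = wells without enzyme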
#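 System: Human alpha-thrombin protein | Medium: pH 7.5 Tris (50 mM) with NaCl 150 mM, Tween 20 0.05% | Times: Enzyme reaction carried out at room temperature | Detection: AMC fluorescence, 355/460 nm | Evaluation: Percent inhibition scaled between no-compound controls and no-enzyme blanks | Benchmarks: Enzyme without compound as high, wells lacking enzyme as low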
# Cl transport mod – KCC2 (human) Cl- transport modulation | B-score of Tl+ flux slope (higher = more flux/activation; lower = inhibition) at 10 µM | actives 2.2% (n = 190,000) | AID 1456 | KCC2 cells, thallium flux FluoZin-2 fluorescence;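 active = thallium flux slope and its plate-corrected score both differing from the plate sample mean at a set confidence after two filtering rounds, in either direction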;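 note: slope of fluorescence scaled to starting intensity during 10 to 20 s after thallium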
# FXIIa inh 1536 – blocks human coagulation factor XIIa protease activity; P00748; AID 800; purified FXIIa, Boc-QGR-AMC fluorogenic substrate, 2 h; actives 0.3% (n = 220,000); inhibition, % at 5 µM; in the data active = inhibition above about 40%;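 note: 0% = enzyme with no compound and 100% = blank without enzyme; many of its hits are not listed in these tables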
# hK5 inh – blocks human kallikrein 5 protease activity. Q9Y337. recombinant hK5, fluorogenic AMC substrate cleavage. inhibition, % at 5 µM. actives 0.59% (n = 210,000);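 active = inhibition of 40% or more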;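 note: 0% = enzyme controls without compound and 100% = no-enzyme blanks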
# Target sequence (Q9Y337 67-293 limits assumed): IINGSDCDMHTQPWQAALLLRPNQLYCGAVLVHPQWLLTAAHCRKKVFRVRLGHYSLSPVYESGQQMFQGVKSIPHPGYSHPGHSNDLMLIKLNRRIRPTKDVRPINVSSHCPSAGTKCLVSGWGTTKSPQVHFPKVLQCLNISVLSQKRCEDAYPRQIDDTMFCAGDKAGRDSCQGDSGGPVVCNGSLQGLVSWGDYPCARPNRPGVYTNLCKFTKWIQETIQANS
# PERK inhibitor – blocks human PERK kinase; Q9NZJ5; CHO PERK-DD fusion, SEAP luminescence translation reporter; inhibition, % at 5.6 µM; actives 0.17% (n = 220,000);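 active = inhibition above the mean inhibition of all tested compounds plus 3 SD, set separately per screening campaign, cut at about 2.9% in these data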;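 note: PERK kinase domain activated by AP20187 dimerizer at 100 nM; 0% = DMSO with dimerizer and 100% = rapamycin at 8.4 µM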
# FXIa inh – blocks human coagulation factor XIa protease activity | purified FXIa, Boc-Glu-Ala-Arg-AMC fluorogenic substrate | P03951 | actives 0.14% (n = 220,000) | AID 798 | inhibition, % at 5 µM;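 active = inhibition of at least 40%; inactive = inhibition below 40%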;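 note: fluorescence of freed AMC excited at 355 nm; 0% = enzyme without compound and 100% = no enzyme blank; many of its hits are not listed in these tables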
# Furin inh – inhibitors of human furin; inhibition, % at 30 µM; actives 0.061% (n = 220,000); P09958; purified furin, fluorogenic substrate cleavage; in the data active = inhibition above about 25%; note: inactives centre near -15
# p97 ATPase inh – blocks human p97 ATPase activity; P55072; inhibition, % at 8 µM; recombinant p97 ATPase, Kinase-Glo ATP luminescence, 3 h; actives 0.42% (n = 220,000); in the data active = inhibition above about 15%;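 note: 0% = DMSO vehicle and 100% = wells lacking enzyme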
# Target sequence (P55072 whole entry, looked up): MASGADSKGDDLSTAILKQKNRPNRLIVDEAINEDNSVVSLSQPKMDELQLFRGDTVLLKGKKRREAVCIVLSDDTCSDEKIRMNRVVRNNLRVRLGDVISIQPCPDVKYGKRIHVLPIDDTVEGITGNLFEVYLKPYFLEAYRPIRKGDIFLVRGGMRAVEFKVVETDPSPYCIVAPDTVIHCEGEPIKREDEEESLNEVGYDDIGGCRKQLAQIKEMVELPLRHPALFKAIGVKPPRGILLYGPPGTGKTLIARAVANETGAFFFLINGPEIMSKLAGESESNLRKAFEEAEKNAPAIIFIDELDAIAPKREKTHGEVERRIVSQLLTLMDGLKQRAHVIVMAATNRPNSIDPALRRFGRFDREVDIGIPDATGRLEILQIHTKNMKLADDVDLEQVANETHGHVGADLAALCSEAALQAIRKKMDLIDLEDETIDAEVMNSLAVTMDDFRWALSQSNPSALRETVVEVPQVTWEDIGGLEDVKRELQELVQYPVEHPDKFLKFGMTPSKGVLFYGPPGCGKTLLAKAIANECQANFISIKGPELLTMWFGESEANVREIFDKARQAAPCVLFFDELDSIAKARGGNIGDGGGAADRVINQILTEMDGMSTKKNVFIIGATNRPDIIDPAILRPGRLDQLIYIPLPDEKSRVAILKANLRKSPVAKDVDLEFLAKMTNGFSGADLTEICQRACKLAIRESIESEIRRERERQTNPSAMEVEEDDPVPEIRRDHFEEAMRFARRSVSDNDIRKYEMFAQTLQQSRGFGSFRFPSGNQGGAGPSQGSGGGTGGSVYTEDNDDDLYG
# Wee1 stabilizer – human Wee1 degradation inhibition, primary screen | HeLa Luc-Wee1K328M stability, luciferase luminescence; 100% = proteasome inhibitor MG132 effect | reporter increase, % at 5 µM | actives 1.2% (n = 220,000) | AID 1321;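 active = activation above the mean of all tested compounds plus 3 SD, set per screening run, cut at about 8.8% in these data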;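 note: cells exposed to compound for 20 h before luminescence read; 0% = DMSO alone and 100% = MG132 at 30 µM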
# * hit, by the source's call; . = no result given; [ ] = remark or other dose.
SMILES,thrombin 1536,Cl transport mod,FXIIa inh 1536,hK5 inh,PERK inhibitor,FXIa inh,Furin inh,p97 ATPase inh,Wee1 stabilizer
COc1ccc(-c2noc(CSc3nc4ccccc4c(=O)n3-c3ccccc3)n2)cc1OC,-5,-0.81,2,-8,0.7,1,-9[20 µM],2,2
O=C1CC(O)(C(F)F)Oc2ccc3ccccc3c21 (stereo not drawn),3,2.7,16,-1,0.5,-5,-29,6,-1
O=C(/C=C/c1ccc2ccccc2n1)N1CCN(c2ccccc2)CC1,-9,-0.42,0,-4,1.0,-5,-17,-2,0
CCOC(=O)NCc1ccc(CNC(=O)OCC)cc1,-4,-0.022,6,-11,0.7,-5,-21,6,0
O=C(OCC(=O)N1CCCCCC1)c1cccs1,4,2.3,22,1,1.6,7,7[20 µM],6,0
O=C(O)Cn1c(=O)cnc2ccccc21,-5,0.91,-1,-12,0.8,-18,-25[20 µM],4,4
CC(=O)C1=C(O)C(=O)N(CCc2c[nH]c3ccccc23)C1c1ccc(C)cc1 (stereo not drawn),-4,-1.6,12,6,0.9,2,-17,5,0
CS(=O)(=O)c1ncc(CO)n1Cc1ccccc1,-1,0.91,7,8,0.5,1,-1,-3,0
Cc1ncc(CN2CCCC(CCC(=O)NCc3ccccc3F)C2)s1 (stereo not drawn),-19,-0.08,2,-6,-0.1,-6,-26,3,-1
CC(c1nnc(SCC(=O)Nc2cccnc2Cl)n1Cc1ccccc1)N(C)C (stereo not drawn),-1,0.49,6,7,-1.1,1,-13,-6,8
O=C(Nc1nccs1)C1CCN(S(=O)(=O)c2cccs2)CC1,-16,-0.36,4,-5,0.9,2,-18,4,-3
O=C(Nc1cc(C(F)(F)F)ccc1-n1cncn1)c1ccc(Cl)cc1,-1,0.71,3,-4,-0.5,-2,-9[20 µM],0,3
CC(=O)Nc1ccc(NC(=O)C(OC(=O)c2ccccc2)C(OC(=O)c2ccccc2)C(=O)O)cc1 (stereo not drawn),-13,-0.12,4,-4,0.8,-2,-12,7,1
Cc1ccccc1NC(=O)c1cccc(NC(=O)CCC(=O)O)c1,-4,1.1,12,3,0.2,-1,-26,0,-2
O=C(Nc1ccccc1O)c1c(O)c2c([nH]c1=O)CCCC2,2,0.072,11,2,0.0,0,-14,1,0
COc1ccc(CCNC(=O)CSc2nc(-c3ccco3)cc(C(F)(F)F)n2)cc1OC,-5,.,8,-1,-1.8,-3,-4,4,0
Cc1cccc(C)c1NC(=O)C[n+]1cc(-c2ccccc2)n2c1CCC2,-2,0.028,5,1,0.6,-1,-10,3,0
O=C(O)c1ccc(S(=O)(=O)c2ccc(Sc3ccc(C(=O)O)c(C(=O)O)c3)cc2)cc1,3,0.18,6,-1,-0.4,2,-26,0,5
O=C(/C=C/c1cccc(Cl)c1)OCc1cn2cc(Cl)ccc2n1,-4,-0.53,11,5,-0.2,-2,-18,-1,2
Cc1csc(NC(=O)c2ccc(S(C)(=O)=O)cc2)n1,-11,0.17,8,-6,1.5,2,-9,4,8
O=C(NCc1ccco1)C1CCN(S(=O)(=O)N2CCC3(CC2)OCCO3)CC1,3,-0.62,18,-2,1.0,3,-7[20 µM],-2,1
COc1ccc(CN2CC(C(=O)NCCN3CCN(c4ccccc4F)CC3)CC2=O)cc1 (stereo not drawn),1,.,14,-13,-0.9,3,-16[20 µM],-1,-2
O=C(Nc1cc(F)cc(F)c1)c1ccc(NCCc2ccccc2)c([N+](=O)[O-])c1,-4,-0.46,8,-21,0.8,4,-25,5,1
Cc1ccc2[nH]c(=O)c(CN(CCCN(C)C)C(=S)NCCc3ccccc3)cc2c1,-2,0.011,6,0,-1.6,-4,-14,0,-1
Cc1ccc(N2C(=O)C(CN3CCCC3)C2c2ccccc2)cc1 (stereo not drawn),4,2.6,2,-6,0.4,-3,-14,1,0
# Following part:
SMILES,thrombin 1536,Cl transport mod,FXIIa inh 1536,hK5 inh,PERK inhibitor,FXIa inh,Furin inh,p97 ATPase inh,Wee1 stabilizer
O=C1N=C(N2CCN(c3cccc4ccccc34)CC2)S/C1=C/c1cccs1,-3,.,16,-2,0.6,1,-11[20 µM],5,-2
COc1ccnc(Nc2cccc(C)c2)c1C#N,1,.,0,1,1.9,-3,-30[20 µM],5,-2
Cc1cc(NC(=O)Cn2cnc3sc(C)c(-c4ccccc4)c3c2=O)no1,0,1.2,17,-6,-0.7,10,-14[20 µM],0,2
CC(NC(=O)c1ccc(Cn2cc([N+](=O)[O-])cn2)cc1)c1ccccc1 (stereo not drawn),-8,-1.4,11,-13,-0.2,9,-20,4,3
Cc1ccc(OCCCn2ccnc2)cc1C,0,0.32,16,-4,-0.6,1,-11[20 µM],-3,1
Cc1nnc(Nc2ccc(C(=O)NCCO)cc2)c2ccccc12,6,-0.62,14,13,0.8,6,-12,2,0
OCCOc1cccc(CN2CCC(CO)(CCOc3ccccc3)CC2)c1,-2,-0.023,10,6,-0.7,10,-27,4,1
Cc1cc(=O)oc(C)c1C(=O)N1CCc2c([nH]c3ccccc23)C1C(C)C (stereo not drawn),-6,.,13,-21,0.5,2,-15,-2,-2
COc1ccccc1CN1C(=S)SC(C)(C)C1NO (stereo not drawn),-12,-0.92,-5,-1,-0.5,-7,-9[20 µM],-4,-2
CNC(=S)N(Cc1ccc2c(c1)OCO2)C1CC(=O)N(c2ccc(F)cc2)C1=O (stereo not drawn),24,.,20,31,0.1,17,-15[20 µM],-1,2
CCC(C)N(C(=O)CSc1ccc(NC(C)=O)cc1)C1CCS(=O)(=O)C1 (stereo not drawn),-10,-0.026,5,-1,1.6,-1,-19,10,3
CCOc1ccc(NC(=O)Cn2nnc(-c3ccccc3F)n2)cc1,-4,-0.42,15,-14,0.8,18,-18[20 µM],3,-1
c1ccc(Cn2c(SCCN3CCOCC3)nnc2-c2cccnc2)cc1,-6,0.86,0,-9,-0.5,-6,-28,-3,-1
COC(=O)c1ccc(CSCC(=O)Nc2ccccc2)cc1,-11,-0.088,10,-3,0.5,-3,-17,-2,2
O=C(NCc1cccs1)c1ccc2c(c1)ncn2C1CCCC1,0,.,27,-2,0.4,18,-24,4,-1
Cc1cc(C)nc(SCC(=O)NC2=NN=C(c3ccc(Br)cc3)CS2)n1,-4,.,8,-11,-0.4,-3,-8,-3,-1
COCCNC(=O)/C(C#N)=C/c1cccc(OCc2ccccc2)c1,-9,-0.88,8,-4,0.0,-5,-15,-5,-2
Cc1c(-c2ccccc2)oc2c(C(=O)N3CCN(c4ccccc4F)CC3)cccc2c1=O,0,0.17,10,-11,-0.2,3,-6,5,-2
CCn1c(SCCC(C)C)nnc1-c1c[nH]c2ccccc12,2,.,15,0,0.0,10,-19,1,3
COc1ccc(-c2csc(NC(C)=O)n2)cc1OC,-4,.,21,-5,1.4,6,-12[20 µM],1,0
CCCCC(CC)CNC(=O)C1C2C=CC(C2)C1C(=O)O (stereo not drawn),-1,.,11,6,0.5,-22,-20[20 µM],4,-1
CC(OC(=O)c1ccc2c(=O)n3c(nc2c1)CCCCC3)C(=O)Nc1ncc(Cl)cc1Cl (stereo not drawn),-5,0.093,4,-12,0.1,-6,-16,4,0
COc1ccc(N2CCN(c3nc(Cl)nc(Nc4ccc(F)cc4)n3)CC2)cc1,0,0.32,14,7,0.8,9,-12,4,0
Cc1onc(-c2ccccc2Cl)c1C(=O)Nc1ccccc1N1CCOCC1,2,2.6,17,-4,-1.3,4,-10[20 µM],-4,0
O=C(O)CN(Cc1ccccc1)S(=O)(=O)c1ccc2c(c1)OCCO2,4,-0.57,2,-10,-1.2,-8,-14,-2,2
# Next entries.
SMILES,thrombin 1536,Cl transport mod,FXIIa inh 1536,hK5 inh,PERK inhibitor,FXIa inh,Furin inh,p97 ATPase inh,Wee1 stabilizer
CCCCN1CNC(=S)N(Cc2ccccc2)C1,-8,0.54,4,-6,0.2,-7,-22,2,-1
FC(F)(F)c1nnc(N2CCN(c3ccc(Cl)cc3)CC2)s1,-2,-0.094,16,-1,0.4,0,-1,4,0
CC(C)(C)NC(=O)C(c1ccncc1)N(C(=O)Cn1nnc(-c2ccc(F)cc2)n1)c1ccccc1F (stereo not drawn),-2,1.6,7,-3,0.1,-2,-21,-6,-2
COC(=O)NC1CSCC1OC(=O)CN1C(=O)c2ccccc2C1=O (stereo not drawn),-1,0.03,7,7,0.5,7,-18,5,0
O=C(c1cccc([N+](=O)[O-])c1)N1CCOCC1,-4,-0.023,3,-5,0.6,-5,-18,-2,0
Cc1nn(C(C)C(=O)NCCCc2ccccc2)c(=O)c2cc3occc3n12 (stereo not drawn),-2,-2.4,16,-9,-1.2,16,-16[20 µM],-6,-1
COc1ccc(CNC(=O)c2cccnc2SC)cc1OC,0,0.66,4,.,1.5,1,-24,2,2
CCc1ccc(/C=C/c2c[nH]c3ccccc23)[n+](CC)c1,1,0.71,13,-10,-0.1,7,-10,5,-2
Fc1ccc(CN2CCCCCC2)c(F)c1,-7,1.4,7,3,0.8,3,-20,5,-1
C/C(CC1CC(COCC(C)C)OC1=O)=N\NC(N)=S (stereo not drawn),-2,0.49,8,-12,2.0,2,-29,4,-2
Cn1c(SCC(=O)c2c(N)n(C)c(=O)n(C)c2=O)nnc1-c1ccccc1,-9,0.54,-2,-17,0.4,1,19,1,1
S=C(Nc1cccc(Cl)c1)N1CCOCC1,2,.,12,0,0.2,-1,-18[20 µM],-3,-1
Cc1ccc2c(c1)cc(CN(Cc1ccco1)C(=O)COc1ccccc1)c1nnnn12,-2,0.11,27,21,0.8,-5,-15,2,-2
COc1ccc(-c2cccc(C(=O)Nc3ccc(C)cc3)c2)cc1,3,1.1,7,0,1.1,0,-14[20 µM],-1,-1
CN(Cc1ccccc1)c1nc2nonc2nc1N1CCCC(CN2CCCC2=O)C1 (stereo not drawn),-10,-5.4*,2,-1,-1.2,0,-3,3,0
CCOC(=O)c1c(N)nn(C(=O)c2ccccc2F)c1-c1ccc(OC)cc1,-11,0.65,7,0,0.6,-4,-18,1,2
Cc1ccc(CN2CCNC(=O)C2CC(=O)NCCCn2ncc3ccccc32)o1 (stereo not drawn),2,0.071,9,.,2.3,3,-26,2,15*
COc1cc2c(cc1O)[C@@H]1Cc3cc(O)c(OC)cc3[C@H](C2)N1C,-1,0.13,13,-1,.,-2,-30,.,.
O=C(Nc1ccc(Oc2ccccc2)cc1)C1CCN(c2c3c(nc4ncnn24)CCC3)CC1,1,-1.2,7,-5,-0.7,-3,-23[20 µM],-2,1
CC(C)Cn1c(-c2ccc(Br)cc2)c[nH]c1=S,-3,22*,12,6,0.1,3,-11,-4,-3
C=CCc1ccc(OCC(O)CN2CCC(Cc3ccccc3)CC2)c(OC)c1 (stereo not drawn),-3,-0.098,10,-16,-2.1,5,-15[20 µM],-2,0

# An excerpt from above in order of molecular weight, smallest number first:
SMILES,thrombin 1536,Cl transport mod,FXIIa inh 1536,hK5 inh,PERK inhibitor,FXIa inh,Furin inh,p97 ATPase inh,Wee1 stabilizer
C/C(CC1CC(COCC(C)C)OC1=O)=N\NC(N)=S (stereo not drawn),-2,0.49,8,-12,2.0,2,-29,4,-2
COc1ccc(-c2cccc(C(=O)Nc3ccc(C)cc3)c2)cc1,3,1.1,7,0,1.1,0,-14[20 µM],-1,-1
Cc1nn(C(C)C(=O)NCCCc2ccccc2)c(=O)c2cc3occc3n12 (stereo not drawn),-2,-2.4,16,-9,-1.2,16,-16[20 µM],-6,-1
C=CCc1ccc(OCC(O)CN2CCC(Cc3ccccc3)CC2)c(OC)c1 (stereo not drawn),-3,-0.098,10,-16,-2.1,5,-15[20 µM],-2,0
Cc1ccc(CN2CCNC(=O)C2CC(=O)NCCCn2ncc3ccccc32)o1 (stereo not drawn),2,0.071,9,.,2.3,3,-26,2,15*
